Tau fluor counter: counter-screen for tau fibril formation inhibitors; tau K18 P301L Alexa594 fluorescence, heparin fibrillization; Potency, µM (highest dose often 57.7 µM), without a hit: top-dose activity change, negative = decrease; actives 0.93% (n = 280,000); further: on the % scale 0 is the no-effect control and ±100 the full control effect; nearly all actives have a fitted effect of over 55% in size
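Human K18 P301L tau (15 uM unlabeled plus 0.24 uM Alexa 594-labeled, final) in 100 mM sodium acetate pH 7 was mixed with compound and 20 uM heparin and incubated 6 hr at 37 C.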
L3MBTL1 inh: inhibitors of human L3MBTL1. Potency, µM (series often up to 57.1 µM), inactives show at the highest dose activity, negative = inhibition, hits mostly inhibitors. actives 0.66% (n = 230,000). AID 485360. AlphaScreen L3MBTL1–H3K9me1 peptide binding. Q9Y468; further: on the % scale 0 is the no-effect control and ±100 the full control effect; nearly all actives have a fitted effect of over 60% in size
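AlphaScreen proximity signal between nickel-chelate acceptor and streptavidin donor beads (final 10 ug/mL) reports binding of 50 nM L3MBTL1 to 75 nM biotin-H3 K9me1 peptide; complex incubated with compounds 30 min at room temperature; cefsulodin titration as control.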
Tau ThT inhib: tau fibrillization inhibition (ThT binding); actives 2.1% (n = 270,000); P10636; Potency, µM (doses to about 57.4 µM), inactives show at the top dose activity, negative = inhibition, hits mostly inhibitors; recombinant tau K18 P301L (four-repeat tau fragment), heparin-induced fibrillization, ThT fluorescence; AID 1460; further: on the % scale 0 is the no-effect control and ±100 the full control effect; nearly all actives have a fitted effect of over 55% in size
Target sequence (P10636 561-689 P618L limits assumed): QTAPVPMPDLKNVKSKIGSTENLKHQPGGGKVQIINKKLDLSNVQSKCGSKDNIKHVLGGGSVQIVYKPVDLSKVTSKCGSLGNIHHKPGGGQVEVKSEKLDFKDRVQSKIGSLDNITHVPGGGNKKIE
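Heparin-induced fibrillization of the P301L-mutant K18 repeat-domain fragment of human tau was followed by ThT binding in quantitative high-throughput format.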
HTT cytoprotect: Huntington cell model cytoprotection by ATP luminescence; actives 0.14% (n = 230,000); PC12 HTT-Q103 induced, cytoprotection, ATP luminescence, 40 h; AID 1471; Potency, µM (top dose mostly 56.4 µM), inactives show cytoprotection (ATP increase), hits mostly activators;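 further: % of control where 0% means no effect; nearly all actives have a fitted effect of over 45% in size; toxic huntingtin expression switched on by the ecdysone agonist tebufenozide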
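Quantitative HTS on tebufenozide-induced (100 nM) PC12 cells expressing HTTQ103 exon 1–GFP; compounds tested as a concentration series; survival measured via cellular ATP.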
TR SRC2 fluor cs: alters Texas Red total fluorescence, flagging assay interference; TRb/SRC2 Texas Red total fluorescence interference; Potency, µM (series often up to 106 µM), without a hit: at the top dose fluorescence change, negative = quenching; actives 0.29% (n = 280,000); active means well fitted curve in either direction with a large enough effect; inconclusive means small, poorly fitted or top-dose-only effect; further: on the % scale 0 is the no-effect control and ±100 the full control effect
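Human TRb ligand-binding domain at 0.6 uM with 20 nM Texas Red SRC2 peptide in Tris buffer containing 1 uM T3 and 5% DMSO, incubated with compound 5 h at ambient temperature. Total fluorescence (555/632 nm) calculated as parallel + 2 × perpendicular.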
Tau FP inhib: blocks human tau fibril formation measured by polarization. Potency, µM (series often up to 57.7 µM), for inactives: at the highest dose activity, negative = inhibition, most hits filed as inhibitors. actives 0.39% (n = 280,000). K18 P301L tau heparin fibrillization, Alexa594 FP, 6 h. P10636. AID 1468; further: on the % scale 0 is the no-effect control and ±100 the full control effect; nearly all actives have a fitted effect of over 55% in size
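FP of Alexa 594-tau after heparin (20 uM) induction. Substrate: human K18 P301L, 15 uM unlabeled, 0.24 uM labeled. Buffer 100 mM sodium acetate pH 7. 6 hr, 37 C.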
TRb-SRC2 inh: disrupts binding of human TR beta to SRC2; actives 0.065% (n = 280,000); P10828; Potency, µM (series often up to 106 µM), without a hit: at the top dose activity change, negative = inhibition, actives largely listed as inhibitors; TRbeta-SRC2 peptide binding, fluorescence polarization; receptor liganded with 1 µM T3;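 further: plate controls were bound peptide for no effect and peptide without receptor for full effect; nearly all actives have a fitted effect of over 50% in size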
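Human TRb ligand-binding domain (0.6 uM) is mixed with 20 nM Texas Red SRC2 peptide and 1 uM T3; after compound addition and 5 hr at ambient temperature, polarization is measured and normalized to unbound and bound controls.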
RECQ1 inh: inhibitors of human RECQ1 DNA helicase; P46063; RECQ1 DNA unwinding, red fluorescence kinetic read; Potency, µM (doses to about 57.3 µM), without a hit: at the highest dose activity, negative = inhibition, actives largely listed as inhibitors; actives 0.54% (n = 240,000); AID 2549;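 further: plate controls were vehicle for no effect and no enzyme for full effect; nearly all actives have a fitted effect of over 30% in size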
Target sequence (P46063 whole entry, looked up): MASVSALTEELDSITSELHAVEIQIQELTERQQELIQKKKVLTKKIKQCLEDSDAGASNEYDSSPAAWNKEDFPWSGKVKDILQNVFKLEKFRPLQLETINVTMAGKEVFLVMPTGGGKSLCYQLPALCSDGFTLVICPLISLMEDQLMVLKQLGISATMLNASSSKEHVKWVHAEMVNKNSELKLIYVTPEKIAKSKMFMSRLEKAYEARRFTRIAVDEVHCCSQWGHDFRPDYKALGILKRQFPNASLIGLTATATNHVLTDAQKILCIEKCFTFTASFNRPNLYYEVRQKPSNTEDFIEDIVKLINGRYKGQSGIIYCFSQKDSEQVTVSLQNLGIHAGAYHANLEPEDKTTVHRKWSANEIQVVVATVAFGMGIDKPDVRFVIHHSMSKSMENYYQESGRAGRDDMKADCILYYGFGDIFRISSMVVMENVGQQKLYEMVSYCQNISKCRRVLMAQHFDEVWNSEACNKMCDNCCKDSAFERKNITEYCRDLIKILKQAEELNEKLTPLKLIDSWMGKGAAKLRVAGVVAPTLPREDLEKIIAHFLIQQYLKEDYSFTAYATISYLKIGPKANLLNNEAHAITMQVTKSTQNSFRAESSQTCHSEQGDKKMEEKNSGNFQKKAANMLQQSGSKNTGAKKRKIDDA
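50 nM RECQ1T1 preincubated 15 min with compound in Tris pH 8.0 buffer with MgCl2, DTT, Tween-20 and 2.5 ug/ml poly(dI-dC); started with 200 nM TAMRA/BHQ-2 forked duplex and 2 mM ATP. Unwinding read as fluorescence (525/598 nm), two reads 2 h apart.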
* = called active by the depositor; i = inactive; ? = inconclusive; / = no result given; [ ] = another dose, or the depositor's remark. Unless noted, the call rests on the fitted dose curve; in most records, active means well fitted curve in the direction sought with a large enough effect; inconclusive means small, poorly fitted or top-dose-only effect, or another doubt; inactive means no such curve, though single readings can be large; an effect the other way counts as inactive or inconclusive. Potency means the concentration at half of the fitted maximal effect. An excerpt; rates above refer to the full screens.

#1 Cn1sc(=O)c2cc(S(=O)(=O)NC3CC3)ccc21
#2 CCSc1ncc(Cl)c(C(=O)Nc2c(C(=O)c3ccccc3)oc3ccccc23)n1
#3 COc1cccc(N2CCN(C(=O)c3cc4c(s3)-c3ccccc3OC4)CC2)c1
#4 N#C/C(=C\c1ccc(OC(=O)c2ccc(Br)s2)cc1)c1nc2ccccc2[nH]1
#5 CCOC(=O)NC(=O)COC(=O)c1ccc(O)cc1
#6 N#Cc1c2n(c(=S)n(-c3ccc(OC(F)F)cc3)c1=O)CCCCC2
#7 CCN(c1ccccc1)S(=O)(=O)c1cc(C(=O)Oc2ccc3c(C)cc(=O)oc3c2)ccc1C
#8 Cc1ccc(CNC(=O)CN2Cc3ccccc3C2=O)cc1

Assay by compound	1	2	3	4	5	6	7	8
Tau fluor counter	-27%	-11%	?	-23%	3%	-10%	-7%	-5%
L3MBTL1 inh	8%	/	-2%	2%	19%	/	-6%	/
Tau ThT inhib	13µM*	0%	?	?	-2%	-7%	-14%	-1%
HTT cytoprotect	-15%[10 µM]	/	/	6%[10 µM]	-48%[inhibitor]	-21%	23%[10 µM]	/
TR SRC2 fluor cs	-1%	-14%	-99%[53 µM]	1%	-1%	-2%	1%	2%
Tau FP inhib	28µM*	-8%	14%	?	1%	-2%	-3%	-2%
TRb-SRC2 inh	2%	-3%	-13%[53 µM]	-11%	-2%	12%	-2%	4%
RECQ1 inh	i	/	/	18%	5%	-10%	-3%	/

#9 O=[N+]([O-])c1ccc(N2CCCC2)nc1N1CCCC1
#10 COC(=O)c1ccc(C(/C=C/[C@@H](C)C(=O)NCc2cc(C)n(C)n2)NC(=O)OCc2ccccc2)cc1 (some centres not stated)
#11 COc1cc(S(=O)(=O)NCc2cccnc2)c(OC)cc1Br
#12 N#C/C(=N\Nc1cc(Cl)cc(Cl)c1)c1nnc2n1CCCCC2
#13 COc1cc(CCCN2C(N)=NC[C@H]2Cc2ccc(O)cc2)cc(OC)c1OC
#14 COc1cccc(CNC(=O)c2cc(=O)[nH]c3ccc(S(=O)(=O)N4CCCC4)cc23)c1
#15 O=C1Nc2cc(Cl)c(Cl)cc2N(O)N1c1cc(Cl)cc(Cl)c1
#16 COc1ccc(C)cc1NC(=S)NC12CN3CN(CN(C3)C1)C2

Assay by compound	9	10	11	12	13	14	15	16
Tau fluor counter	-18%	-7%	-9%	-3%	20%	0%	-2%	-1%
L3MBTL1 inh	-25%	/	6%	-6%	/	/	3%	33%[activator]
Tau ThT inhib	?	-11%	-11%	0%	12%	0%	-2%	0%
HTT cytoprotect	1%[10 µM]	-44%[inhibitor]	-21%	17%[10 µM]	-7%[10 µM]	/	-3%	-8%
TR SRC2 fluor cs	-2%	-3%	1%	0%	-1%	5%	-2%	-4%
Tau FP inhib	-2%	?	-2%	-1%	0%	-6%	-5%	10%
TRb-SRC2 inh	1%	-7%	-2%	-3%	1%	1%	-11%	-6%
RECQ1 inh	9%	i	i	3%	-3%	/	-5%	10%

6 compounds drawn at random from the list so far:
#9 O=[N+]([O-])c1ccc(N2CCCC2)nc1N1CCCC1
#14 COc1cccc(CNC(=O)c2cc(=O)[nH]c3ccc(S(=O)(=O)N4CCCC4)cc23)c1
#12 N#C/C(=N\Nc1cc(Cl)cc(Cl)c1)c1nnc2n1CCCCC2
#11 COc1cc(S(=O)(=O)NCc2cccnc2)c(OC)cc1Br
#16 COc1ccc(C)cc1NC(=S)NC12CN3CN(CN(C3)C1)C2
#13 COc1cc(CCCN2C(N)=NC[C@H]2Cc2ccc(O)cc2)cc(OC)c1OC

Assay by compound	9	14	12	11	16	13
Tau fluor counter	-18%	0%	-3%	-9%	-1%	20%
L3MBTL1 inh	-25%	/	-6%	6%	33%[activator]	/
Tau ThT inhib	?	0%	0%	-11%	0%	12%
HTT cytoprotect	1%[10 µM]	/	17%[10 µM]	-21%	-8%	-7%[10 µM]
TR SRC2 fluor cs	-2%	5%	0%	1%	-4%	-1%
Tau FP inhib	-2%	-6%	-1%	-2%	10%	0%
TRb-SRC2 inh	1%	1%	-3%	-2%	-6%	1%
RECQ1 inh	9%	/	3%	i	10%	-3%

Next section
#17 CC(C)c1cnc2c(c1SCC(=O)N1CCCCC1)c(=O)n(C)c(=O)n2C
#18 COc1ccc2nc(N3C(=O)CC(C(C)c4ccccc4)C3=O)sc2c1 (configuration not stated)
#19 CCCCOC(=O)Nc1nccs1
#20 C=CCn1c(SCc2cc(C(=O)OC)c(C)o2)nnc1-c1ccncc1
#21 Cc1nc(NC(=O)c2ccccc2)sc1-c1csc(NCCc2ccccc2)n1
#22 CN(C)CCCN(C(=O)c1cccc(N2C(=O)CCC2=O)c1)c1nc2cc3c(cc2s1)OCO3
#23 Cc1ccc(/C=C/S(=O)(=O)Nc2ccc(C)cc2)cc1
#24 O=[N+]([O-])c1ccc(N/N=C/c2cn(-c3ccccc3)nc2-c2ccccc2)cc1

Assay by compound	17	18	19	20	21	22	23	24
Tau fluor counter	-7%	-6%	-8%	-1%	16µM*[quencher]	1%	-22%	7.9µM*[quencher]
L3MBTL1 inh	/	-2%	8.9µM*	?	/	/	-1%	0%
Tau ThT inhib	-8%	-15%	-7%	?	16µM*	2%	-1%	7.9µM*
HTT cytoprotect	/	0%[10 µM]	27%[10 µM]	12%	-4%[10 µM]	-9%	19%[10 µM]	-48%[inhibitor]
TR SRC2 fluor cs	1%	-2%	0%	0%	9%	0%	3%	0%
Tau FP inhib	-5%	-2%	9%	-2%	?	2%	-10%	7%
TRb-SRC2 inh	4%	-4%	-3%	-5%	17%	-9%	2%	3%
RECQ1 inh	/	-1%	-6%	-8%	0%	-5%	i	2%

#25 Cc1c(Br)c([N+](=O)[O-])nn1C(C)C(=O)NCC1CCCO1 (configuration not stated)
#26 COc1ccccc1NC(=O)C(CC(C)C)NC(=O)C1CCCCC1 (configuration not stated)
#27 Cc1cccc(N(CC(=O)NCc2ccco2)C(=O)CCC(=O)Nc2ccccn2)c1
#28 CCOC(=O)N1CCC(NC(=O)c2cc3c(=O)[nH]c4ccccc4c3n2C)CC1
#29 O=C(O)c1cccc(CN2C(=O)S/C(=C/c3ccccc3[N+](=O)[O-])C2=O)c1
#30 CCC(=O)c1ccc(OCC(=O)OCC(=O)Nc2sccc2C(N)=O)cc1
#31 Cc1cc(C)nc(/N=c2/ssnc2Cl)c1
#32 CCSc1nnc(-c2ccc(S(=O)(=O)N3CCCC3)cc2)n1C

Assay by compound	25	26	27	28	29	30	31	32
Tau fluor counter	-5%	-11%	-6%	-6%	-16%	-11%	-21%	-4%
L3MBTL1 inh	8%	/	/	/	-24%	-21%	1%	2%
Tau ThT inhib	-8%	-13%	-16%	-8%	?	-13%	4µM*	2%
HTT cytoprotect	-16%	-12%	-7%[10 µM]	-34%	14%[10 µM]	-11%	-9%[10 µM]	-9%
TR SRC2 fluor cs	0%	2%	-5%	1%	0%	1%	-2%	-5%
Tau FP inhib	0%	-5%	-1%	1%	?	3%	8.9µM*	2%
TRb-SRC2 inh	7%	-22%	-6%	2%	0%	-1%	3%	-3%
RECQ1 inh	i	i	i	-7%	14%	-1%	-2%	-16%

#33 CCc1nn(CC(=O)NCCCN(CC(C)C)CC(C)C)c(=O)c2cc3sc(C)cc3n12
#34 CC(C)CNC(=O)c1ccccc1NC(=O)c1ccc(CSc2ccccc2)cc1
#35 COc1ccc(C(=O)NCCc2nnc3ccc(SCC(=O)Nc4cc(C)on4)nn23)cc1
#36 O=C(NCC1CCCO1)c1ccc2c(=O)n(CC3CCCO3)c(=S)[nH]c2c1 (configuration not stated)
#37 O=C(c1ccccc1Cl)N1CCn2c1nc1ccccc12
#38 Cc1ccccc1OCCNc1cc(N2CC(C)NC(C)C2)ccc1[N+](=O)[O-] (configuration not stated)
#39 CCOc1ccc(/C=C/c2nc(C#N)c(NC3CCCCC3)o2)cc1
#40 O=C(Nc1ccc(C(=O)OCc2cc(=O)n3c4c(sc3n2)CCCC4)cc1)c1ccc(F)cc1

Assay by compound	33	34	35	36	37	38	39	40
Tau fluor counter	-15%	-23%	-4%	-11%	19%[2.34 µM]	?	-11%	-23%
L3MBTL1 inh	/	-3%	/	/	7%	/	/	/
Tau ThT inhib	-6%	13%	-5%	-17%	-6%	18µM*	-3%	18%
HTT cytoprotect	/	20%[10 µM]	?	-1%	-22%[10 µM]	9%	/	/
TR SRC2 fluor cs	9%	3%	-1%	2%	5%	-1%	-1%	1%
Tau FP inhib	-4%	?	-5%	7%	4%[2.34 µM]	?	?	-9%
TRb-SRC2 inh	7%	3%	5%	-5%	3%	2%	2%	5%
RECQ1 inh	/	-14%	-4%	22%	0%	-3%	/	/

#41 CC(C)c1nc(C#N)c(N2CCOCC2)o1
#42 O=C(COc1ccccc1)Nc1cccc(-c2nnc(-c3ccccc3)o2)c1
#43 Cc1c(NC(=O)C(C)Sc2n[nH]c(N)n2)c(=O)n(-c2ccccc2)n1C (configuration not stated)
#44 Clc1cccc(CSc2ncn(-c3ccccc3)n2)c1
#45 CCSc1nnc(NC(=O)COc2ccccc2[N+](=O)[O-])s1
#46 CC(C)C(=O)Nc1ccc2oc(-c3cc(F)c(F)cc3Cl)nc2c1
#47 CCOC(=O)C(=O)Nc1sc(C(=O)N(CC)CC)c(C)c1C#N
#48 O=C(Nc1ccc(Cl)cc1F)C1CC1

Assay by compound	41	42	43	44	45	46	47	48
Tau fluor counter	3%	-18%	0%	-21%	-9%	-3%	-6%	16%
L3MBTL1 inh	4%	8%	/	59%[activator]	/	0%	1%	11%
Tau ThT inhib	3%	?	5%	-13%	-19%	-7%	-7%	6%
HTT cytoprotect	-3%[10 µM]	-118%[inhibitor][0.074 µM]	-4%	12%[10 µM]	-29%	-1%[10 µM]	13%[10 µM]	14%[10 µM]
TR SRC2 fluor cs	-3%	0%	-6%	2%	-3%	-8%	-1%	0%
Tau FP inhib	-1%	0%	5%	-15%	2%	4%	-4%	6%
TRb-SRC2 inh	2%	-11%	0%	-4%	2%	-5%	0%	2%
RECQ1 inh	-5%	-10%	i	-13%	-15%	i	1%	-3%

Bioassay records as filed in PubChem.
